SMARCA2 activ = SMARCA2 (BRM) function activators, primary screen, cell-based, luminescence, high throughput; MG213 cells, MMTV-luciferase reporter, dexamethasone, overnight; activation, % at 9.1 µM; hit rate 1% among 370,000; AID 652017, 2013; in the data active means activation above about 7.8%;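 further: 0% = vehicle wells and 100% = reference activator wells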
HTRA1 inhibitor = HTRA1 serine protease inhibitors, primary screen, biochemical, fluorescence polarization, HTS | Q92743 | hit rate 0.5% among 340,000 | AID 504803, 2011 | recombinant HTRA1, FP-rhodamine activity-based probe | inhibition, % at 5.96 µM; in the data active means inhibition above about 36%;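 further: 0% = enzyme with DMSO and 100% = wells lacking enzyme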
rCAG binder = binders of r(CAG) RNA repeats, primary screen, biochemical, fluorescence. r(CAG) RNA repeat, TO-PRO-1 dye displacement fluorescence. inhibition, % at 3 µM. hit rate 1.3% among 370,000. AID 651821, 2012;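 active means inhibition above the plate cutoff, the mean of all test compounds on that plate plus 3 SD, cut at about 35% in these data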;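 further: 0% = DMSO alone and 100% = 100 µM mitoxantrone as full dye displacement; higher means more dye released from RNA so lower well fluorescence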
GC-B act = human GC-B receptor activators, primary screen, HEK293 GC-B cells, cGMP TR-FRET, EC30 CNP | AID 1920062, 2024 | Atrial natriuretic peptide receptor 2 (Homo sapiens), P20594 | 0% at EC30 CNP, 100% saturating CNP | activation, % at 10 µM | hit rate 0.11% among 370,000;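 active means activation at 10 µM reaching about 35% in either raw or pattern-adjusted values, limit read from the data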
ASAP1 GAP inh = inhibitors of human ASAP1 ArfGAP activity, primary screen, biochemical, fluorescence polarization; ASAP1-stimulated ARF1 GTP hydrolysis, GDP FP detection; Arf-GAP with SH3 domain, ANK repeat and PH domain-containing protein 1 (Homo sapiens), …; AID 624377, 2012; hit rate 0.19% among 360,000; inhibition, % at 16.5 µM; in the data active means inhibition above about 25%;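 further: 0% = vehicle with enzyme and substrate and 100% = no enzyme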
ABHD4 inh = ABHD4 inhibitors, primary screen, biochemical, fluorescence polarization, mouse; (Lyso)-N-acylphosphatidylethanolamine lipase (Mus musculus), Q8VD66; inhibition, % at 8.92 µM; hit rate 0.54% among 370,000; purified mABHD4, FP-Rh probe fluorescence polarization;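 active means inhibition exceeding the mean over every tested compound plus 3 SD, cut at about 30% in these data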;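 further: 0% = plate median of compound wells and 100% = S159A mutant with DMSO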
Target sequence (Q8VD66 whole entry, looked up): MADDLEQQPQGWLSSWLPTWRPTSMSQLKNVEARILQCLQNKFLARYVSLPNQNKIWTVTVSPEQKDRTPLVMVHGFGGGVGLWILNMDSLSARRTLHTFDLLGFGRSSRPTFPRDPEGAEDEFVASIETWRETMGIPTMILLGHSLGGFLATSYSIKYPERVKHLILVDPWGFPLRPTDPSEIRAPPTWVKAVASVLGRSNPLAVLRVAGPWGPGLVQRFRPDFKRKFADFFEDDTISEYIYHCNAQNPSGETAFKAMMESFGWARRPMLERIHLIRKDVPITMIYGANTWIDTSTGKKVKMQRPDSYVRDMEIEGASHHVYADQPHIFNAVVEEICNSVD
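Material: mouse ABHD4 enzyme, wild type; Benchmarks: S159A mutant high control, sample median low control; Buffer or medium: HEPES pH 7.0, NaCl, Pluronic buffer; Signal: fluorescence polarization; Read-out: percent inhibition of probe binding, normalized to plate controls; Timing: pre-incubation 45 min, probe exposure 60 min, at 25 °C; Dosing: 8.92 µM, single dose.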
ARFGAP1 inh = inhibitors of rat ARFGAP1 GAP activity, primary screen, biochemical, fluorescence polarization, GDP tracer; ADP-ribosylation factor GTPase-activating protein 1 (Rattus norvegicus), Q62848; Arfgap1-stimulated ARF1 GTP hydrolysis, GDP FP detection; inhibition, % at 16.5 µM; hit rate 0.26% among 360,000; AID 651572, 2012;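 active means inhibition above a per-plate limit, mean inhibition of low control wells plus 3 SD, cut at about 25% in these data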;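 further: 0% = DMSO wells with enzyme and 100% = wells lacking Arfgap1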
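Material – truncated rat Arfgap1 GAP domain · Buffer or medium – HEPES-based buffer, pH 7.5 · Reagent – human ARF1(Δ1-17)-GTP substrate · Dosing – 16.5 µM single point, 1.26% DMSO · Schedule – GTP hydrolysis reaction 2 h at 25 °C · Technique – GDP detection by fluorescence polarization · Benchmarks – No-Arfgap1 wells (100%) versus DMSO full-reaction wells (0%) · Repeats – single replicate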
NR1D1 modulator = modulators of Rev-erb alpha DNA binding, primary screen, biochemical, FITC-DNA, fluorescence polarization, uHTS; Nuclear receptor subfamily 1 group D member 1 (Homo sapiens), P20393; Rev-erbα–FITC-DNA binding, 90 min; activity, % at 10 µM; hit rate 0.79% among 370,000;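 active means activity above about 14%, limit read from the data; passing the limit was not always enough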;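 further: 0% = DMSO wells with 35 nM protein and 100% = DMSO wells with 750 nM protein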
Target sequence (P20393 whole entry, looked up): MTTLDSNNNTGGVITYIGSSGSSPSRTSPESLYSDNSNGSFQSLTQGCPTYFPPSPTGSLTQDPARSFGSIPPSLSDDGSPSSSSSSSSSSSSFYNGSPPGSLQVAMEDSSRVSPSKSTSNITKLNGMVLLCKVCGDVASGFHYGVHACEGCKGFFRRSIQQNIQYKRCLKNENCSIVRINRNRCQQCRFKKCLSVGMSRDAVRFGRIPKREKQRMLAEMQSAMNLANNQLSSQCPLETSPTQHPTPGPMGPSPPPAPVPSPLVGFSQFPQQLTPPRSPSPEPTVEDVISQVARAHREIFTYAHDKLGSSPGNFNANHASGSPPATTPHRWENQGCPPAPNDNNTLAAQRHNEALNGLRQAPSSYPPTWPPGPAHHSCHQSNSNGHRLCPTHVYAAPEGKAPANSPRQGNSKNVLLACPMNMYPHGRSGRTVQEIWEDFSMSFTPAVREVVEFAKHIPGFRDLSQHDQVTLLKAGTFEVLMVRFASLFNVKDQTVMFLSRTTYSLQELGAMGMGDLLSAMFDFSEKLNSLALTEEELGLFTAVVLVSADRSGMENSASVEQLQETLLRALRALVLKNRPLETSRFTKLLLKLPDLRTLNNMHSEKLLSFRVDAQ
PG9 binder = binders of HIV-1 gp120 antibody PG9, primary screen, biochemical, TR-FRET; TR-FRET gp120-PG9 antibody binding; inhibition, % at 6.7 µM; hit rate 0.43% among 360,000; AID 624416, 2012; in the data active means inhibition above about 8.5%
NPR1 activator = GC-A stimulated cGMP production enhancers – HEK293 GC-A cells, cGMP TR-FRET, EC30 ANP, primary screen; hit rate 0.14% among 370,000; Atrial natriuretic peptide receptor 1 (Homo sapiens), P16066; activation, % at 10 µM; 0% at EC30 ANP, 100% saturating ANP; in the data active means activation above about 40%
* hit, by the source's call; . = not tested or not shown.

Letters: A = SMARCA2 activ; B = HTRA1 inhibitor; C = rCAG binder; D = GC-B act; E = ASAP1 GAP inh; F = ABHD4 inh; G = ARFGAP1 inh; H = NR1D1 modulator; I = PG9 binder; J = NPR1 activator
CSc1nc(N)nc2c1ncn2CC(=O)N[C@H](C)c1cccc2ccccc12
  A: -4 | B: -2 | C: 4 | D: 3 | E: -3 | F: 2 | G: 6 | H: -5 | I: -3.9 | J: -8

Cc1ccc(NC(=O)CCNC(=O)c2ccco2)cc1F
  A: -1 | B: 0 | C: -4 | D: 2 | E: 4 | F: -2 | G: 17 | H: 3 | I: 0.2 | J: -1

CCN(C[C@H]1N[C@@](Cc2ccccc2)(C(=O)OC)[C@H]2C(=O)N(Cc3ccccc3)C(=O)[C@@H]12)S(=O)(=O)c1ccc(C(C)(C)C)cc1
  A: -5 | B: -4 | C: 5 | D: 2 | E: 2 | F: -4 | G: 16 | H: -12 | I: 0.9 | J: 2

CC(C)(C)C(=O)OC12CCCN(C1)/C(=C/c1cccc(Cl)c1)C2 (centres undefined)
  A: -2 | B: . | C: -2 | D: 3 | E: . | F: 0 | G: . | H: 3 | I: . | J: 1

COC(=O)c1c(C)cc(O)c(C)c1O
  A: 2 | B: -6 | C: 0 | D: 7 | E: -3 | F: -3 | G: -4 | H: 3 | I: -0.3 | J: -2

O=C(CSc1nc(=O)n(CCCN2CCOCC2)c2c1CCC2)Nc1ccc(F)cc1
  A: -1 | B: 5 | C: -9 | D: -3 | E: 22 | F: 2 | G: -4 | H: 2 | I: 0.6 | J: -3

CC(=O)Nc1nc(C)c(CCCOc2ccc([N+](=O)[O-])cc2)c(=O)[nH]1
  A: -1 | B: 0 | C: 1 | D: -8 | E: -6 | F: 5 | G: 7 | H: 6 | I: -0.1 | J: 1

O=C(Nc1ccccc1)N1N=C(c2cccs2)CC1c1cccs1 (centres undefined)
  A: -5 | B: -36 | C: 1 | D: -6 | E: -7 | F: -22 | G: -7 | H: -5 | I: 0.3 | J: -7

Cc1cc2ccccc2n1CCNC(=O)C1CCCC1
  A: 0 | B: 25 | C: 3 | D: 6 | E: 8 | F: -2 | G: -3 | H: 6 | I: -0.9 | J: -2

COc1cc(NC(=O)/C=C/c2ccccc2)c(C(=O)O)cc1OC
  A: 4 | B: -5 | C: 10 | D: 0 | E: -6 | F: 9 | G: 2 | H: 0 | I: 1.4 | J: 3

CSCCC(NS(=O)(=O)c1ccc2c(c1)Cc1cc(S(=O)(=O)NC(CCSC)C(=O)O)ccc1-2)C(=O)O (centres undefined)
  A: -2 | B: 2 | C: 33 | D: 3 | E: 7 | F: 1 | G: 15 | H: -1 | I: 1.8 | J: 2

CNC(C)C#Cc1ccc2c(=O)c3cc(C)c(C)cc3oc2c1 (centres undefined)
  A: 4 | B: -39 | C: 6 | D: -3 | E: -2 | F: -19 | G: -1 | H: -7 | I: 0.6 | J: 3

CCCNC(=O)C[C@H]1C[C@H]2c3cc(NC(=O)Nc4ccc(F)cc4)ccc3O[C@H]2[C@@H](CO)O1
  A: -3 | B: 3 | C: 4 | D: -1 | E: -3 | F: -13 | G: 19 | H: -3 | I: -1.9 | J: -2

O=c1cc(CSc2ccc([N+](=O)[O-])cc2)nc2sccn12
  A: -1 | B: 8 | C: -4 | D: -2 | E: 8 | F: -1 | G: 14 | H: -3 | I: -1.2 | J: 9

O=C(CC[C@H]1O[C@@H](n2cnc3c(NC(=O)c4ccccc4)ncnc32)[C@H](O)[C@@H]1O)NCc1cccc2ccccc12
  A: -1 | B: . | C: 1 | D: 2 | E: 8 | F: -3 | G: 6 | H: 2 | I: -0.4 | J: 1

C=CCN(C(=O)CNC(=O)c1ccco1)C(C(=O)NC1CCCCC1)c1ccc(OC)cc1OC (centres undefined)
  A: -2 | B: -4 | C: -2 | D: -8 | E: -10 | F: 10 | G: -3 | H: -9 | I: -1.3 | J: -3

CCOc1ccc(C(=O)N/N=C/c2cc([N+](=O)[O-])cs2)cc1
  A: 0 | B: -13 | C: 1 | D: 6 | E: 24 | F: 0 | G: 22 | H: -10 | I: -4.4 | J: 1

Cc1csc(NC(=O)CCNS(=O)(=O)c2ccc3c(c2)c(=O)n(C)c(=O)n3C)n1
  A: -4 | B: 1 | C: -1 | D: 3 | E: -5 | F: 4 | G: 7 | H: -4 | I: 0.6 | J: 0

COc1ccc(C2CC(c3ccccc3)=NN2c2ccc(S(N)(=O)=O)cc2)cc1OC (centres undefined)
  A: -3 | B: -11 | C: 10 | D: -1 | E: 3 | F: -16 | G: -5 | H: -1 | I: 0.8 | J: 6

CCCCNC(=O)CSc1nc2ccc(Nc3nc(N4CCOCC4)nc(N4CCOCC4)n3)cc2s1
  A: 4 | B: -13 | C: -1 | D: 6 | E: 14 | F: 2 | G: 17 | H: -5 | I: -2.2 | J: 0

Cc1cc(C)c2nc3sc(C(=O)N4CCOCC4)c(N)c3cc2c1
  A: 6 | B: 5 | C: 12 | D: -2 | E: 1 | F: -2 | G: -1 | H: 1 | I: -9.6 | J: -3

CC(O)(c1ccccc1)c1nc(-c2cccc(C(=O)O)c2)cs1 (centres undefined)
  A: -2 | B: . | C: 0 | D: -1 | E: -13 | F: -2 | G: -8 | H: -5 | I: 1.3 | J: 2

CCOC(=O)CSc1nc2ccccc2n1C(=O)OCC
  A: 1 | B: 1 | C: -4 | D: -1 | E: -5 | F: -6 | G: -1 | H: 1 | I: 3.2 | J: 2

Cc1c(Cl)cccc1NC(=O)CC1SCCNC1=O (centres undefined)
  A: 0 | B: 2 | C: 3 | D: 9 | E: -2 | F: 3 | G: 0 | H: 2 | I: -0.3 | J: 5

CCOc1ccccc1NC(=O)COC(=O)c1cc(C)oc1C
  A: 6 | B: -1 | C: 2 | D: -4 | E: 9 | F: 0 | G: 11 | H: -3 | I: 0.8 | J: -3

Following part:
mol	SMARCA2 activ	HTRA1 inhibitor	rCAG binder	GC-B act	ASAP1 GAP inh	ABHD4 inh	ARFGAP1 inh	NR1D1 modulator	PG9 binder	NPR1 activator
CC(=O)N(C1=C(N2CCOCC2)C(=O)c2ccccc2C1=O)c1ccc(C(=O)O)cc1	1	13	2	2	3	-2	8	14	-4.8	-2
Clc1ccc(CN=C2Nc3ccccc3CS2)cc1	3	-8	-3	-5	2	-8	7	0	1.0	1
CC(Nc1cc(N2CCNCC2)ccc1[N+](=O)[O-])c1ccccc1 (centres undefined)	3	-11	2	-7	-2	0	9	-1	-2.0	-6
CCN(Cc1ccccc1)S(=O)(=O)c1cc2c3c(c1)CCN3C(=O)CC2	-1	4	-4	5	-6	-19	-15	5	-0.8	-3
CCOC(=O)c1c(C)oc2c1c(C=NCCO)c(O)c1ccccc12	-4	-8	-6	-3	2	4	-4	11	-3.0	-8
Nc1ccc(C(=O)N2CCN(S(=O)(=O)c3ccc4c(c3)OCCO4)CC2)cc1[N+](=O)[O-]	0	3	4	5	10	2	5	1	-2.3	-2
CCC(=O)Nc1ccc(C(=O)CSc2nnc(-c3ccc(O)cc3)n2CC2CCCO2)cc1 (centres undefined)	-1	-7	-4	0	-6	-2	11	10	0.9	2
COc1ccc(C(C(=O)NC2CCCC2)N(Cc2cccnc2)C(=O)c2snc(C(N)=O)c2N)cc1 (centres undefined)	-2	-7	3	3	-14	-10	1	-3	1.3	-9
COc1ccc(NC(=O)CN2CCN(c3ccccc3C)CC2)cc1	1	-8	-8	-3	14	2	-7	-1	-1.8	3
O=C(COc1ccc2c(c1)CCC2)N1CCN(c2ccc(F)cc2)CC1	0	-8	-3	-9	17	-3	-3	2	-0.4	1

Six successive records out of the list so far:
mol	SMARCA2 activ	HTRA1 inhibitor	rCAG binder	GC-B act	ASAP1 GAP inh	ABHD4 inh	ARFGAP1 inh	NR1D1 modulator	PG9 binder	NPR1 activator
Clc1ccc(CN=C2Nc3ccccc3CS2)cc1	3	-8	-3	-5	2	-8	7	0	1.0	1
CC(Nc1cc(N2CCNCC2)ccc1[N+](=O)[O-])c1ccccc1 (centres undefined)	3	-11	2	-7	-2	0	9	-1	-2.0	-6
CCN(Cc1ccccc1)S(=O)(=O)c1cc2c3c(c1)CCN3C(=O)CC2	-1	4	-4	5	-6	-19	-15	5	-0.8	-3
CCOC(=O)c1c(C)oc2c1c(C=NCCO)c(O)c1ccccc12	-4	-8	-6	-3	2	4	-4	11	-3.0	-8
Nc1ccc(C(=O)N2CCN(S(=O)(=O)c3ccc4c(c3)OCCO4)CC2)cc1[N+](=O)[O-]	0	3	4	5	10	2	5	1	-2.3	-2
CCC(=O)Nc1ccc(C(=O)CSc2nnc(-c3ccc(O)cc3)n2CC2CCCO2)cc1 (centres undefined)	-1	-7	-4	0	-6	-2	11	10	0.9	2

Continued.
mol	SMARCA2 activ	HTRA1 inhibitor	rCAG binder	GC-B act	ASAP1 GAP inh	ABHD4 inh	ARFGAP1 inh	NR1D1 modulator	PG9 binder	NPR1 activator
COc1ccc(Nc2cnn(-c3nc4ccccc4s3)c(=O)c2Cl)cc1	12*	-29	6	-2	1	1	-2	0	0.5	19
CC(C)c1nc2sc3ccccc3c(=O)c2c(=O)n1Cc1ccccc1	-5	3	-1	1	-3	-3	7	7	1.3	4
COc1ccc(C(=O)C2CCCN(C/C=C/c3ccccc3OC)C2)c(OC)c1 (centres undefined)	-2	-9	-7	-14	-3	1	0	1	-2.0	-32
Cc1ccc(NC(=O)CN2C(=O)NC3(CCCC3)C2=O)nc1	-2	2	-1	2	-2	0	5	-6	-0.2	3
O=C(CCCCCN1C(=O)c2ccccc2C1=O)NC1CCCC1	0	9	-4	-2	-4	-3	2	-6	-2.6	-3
CC(=O)Nc1ccc(S(=O)(=O)Nc2nc3ccccc3nc2N2CCCCCC2)cc1	-2	0	24	0	-18	-7	-5	2	-0.1	0
CCOc1ccc2nc(NC(=O)C(NS(=O)(=O)c3cccs3)C(C)C)sc2c1 (centres undefined)	.	-4	.	2	.	.	.	8	.	2

Source: PubChem (several laboratories)
